GPT2 inhibitor: inhibitors of human GPT2 alanine aminotransferase | Q8TD30 | Recombinant GPT2, coupled pyruvate oxidase/HRP Amplex Red fluorescence | Potency, µM (doses to about 57.7 µM), inactives show at the highest dose activity change, negative = inhibition, actives largely listed as inhibitors | 100,000 tested, 0.25% active; further: potency means the concentration at half of the fitted maximal effect; nearly all actives have a fitted effect of over 60% in size; many of its hits are not listed in these tables
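GPT2 10ng/uL, a-KG 250uM, L-Ala 2mM, HEPES pH7.5 + 0.0001% Tween; 30 min RT. Then Amplex mix (PO/HRP/ThPP), 30 min RT dark, fluorescence. AOA 50uM used as positive control.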
IP6K1 inh: blocks human inositol hexakisphosphate kinase 1; Q92551; AID 1645851; 140,000 tested, 0.81% active; IP6K1 kinase, ADP-Glo luminescence, 2 h; active compounds read low; activity change, % (series mostly up to about 58 µM); in the data active means activity change below about -25%
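ADP-Glo luminescence measures ADP made by human IP6K1 during a 2 h RT reaction with ATP/IP6 (mix at 1.3 mM/130 uM); top library doses 57.5 and 19.1 uM final.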
Luciferase inh: blocks purified firefly luciferase enzyme activity; AID 1347043; purified P. pyralis luciferase, luminescence, biochemical; 76,000 tested, 2.5% active; P08659; Potency, µM (titrated, usually from 115 µM), without a hit: at the highest dose activity change, negative = inhibition, actives largely listed as inhibitors; further: potency means the concentration at half of the fitted maximal effect; nearly all actives have a fitted effect of over 65% in size
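Purified P. pyralis luciferase (10nM final) in 50mM Tris acetate pH 7.5, 10mM Mg acetate, 0.01% Tween-20, 0.05% BSA with 10uM D-luciferin and 10uM ATP. Compounds titrated qHTS. Luminescence imaged on CCD.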
NIH3T3 tox: cytotoxic compounds in NIH 3T3 cells. NIH 3T3 viability, CellTiter-Glo ATP luminescence, 48-72 h. Potency, µM (highest dose often 96.7 µM), for inactives: at the top dose activity change, negative = cytotoxicity, actives largely listed as inhibitors. 94,000 tested, 4.3% active; further: potency means the concentration at half of the fitted maximal effect; nearly all actives have a fitted effect of over 55% in size
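Cytotoxicity was measured by CellTiter-Glo ATP luminescence after 48 or 72 h compound exposure at 37 °C. Mouse NIH 3T3 fibroblasts were seeded at 400 cells/well and dosed by 23 nL pin transfer.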
SNCA expr inhib: reduces expression of the alpha-synuclein gene; HEK-293 SNCA-luciferase knock-in, luminescence, 24 h; Potency, µM (highest dose often 57.2 µM), for inactives: at the highest dose activity change, negative = inhibition, actives largely listed as inhibitors; 140,000 tested, 0.17% active; AID 1671194;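 further: potency means the concentration at half of the fitted maximal effect; plate controls were DMSO cells for no effect and cell-free wells for full effect; nearly all actives have a fitted effect of over 45% in size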
HEK cytotox: kills HEK 293 cells | HEK 293 viability, ATP luminescence (CellTiter-Glo), 48-72 h | AID 1345083 | Potency, µM (highest dose often 115 µM), without a hit: top-dose activity change, negative = cytotoxicity, actives largely listed as inhibitors | 94,000 tested, 6.6% active; further: potency means the concentration at half of the fitted maximal effect; nearly all actives have a fitted effect of over 60% in size
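HEK 293 seeded at 250 cells/well receive compound via pintool. After 48 or 72 hr at 37 degree Celsius, 5% CO2 and 95% humidity, CellTiter-Glo is dispensed and luminescence read following 10 min at room temperature.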
SNCA viab count: reduces viability of HEK-293 SNCA reporter cells; HEK-293-SNCA-luc viability, GF-AFC fluorescence, 24 h; Potency, µM (top dose mostly 57.1 µM), for inactives: at the highest dose activity change, negative = cytotoxicity, actives largely listed as cytotoxic; 150,000 tested, 0.12% active;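 further: potency means the concentration at half of the fitted maximal effect; 0% = DMSO-treated cells and -100% = medium-only wells without cells; nearly all actives have a fitted effect of over 30% in size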
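Cytotoxicity counterscreen: after 24 h compound treatment of genome-edited SNCA-luciferase HEK-293 cells, live-cell protease substrate GF-AFC read by fluorescence after 30 min; activity scaled between DMSO (0%) and medium-only (-100%), curves Hill-fitted.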
Numbers without * were called inactive; i = inactive; ? = inconclusive; nt = no result given; [ ] = another dose, or the depositor's remark. Unless noted, the call rests on the fitted dose curve; in most records, active means well fitted curve in the direction sought with a large enough effect; inconclusive means small, poorly fitted or top-dose-only effect, or another doubt; inactive means no such curve, though single readings can be large; an effect the other way counts as inactive or inconclusive. Unless noted, on the % scale 0 is the no-effect control and ±100 the full control effect.

SMILES	GPT2 inhibitor	IP6K1 inh	Luciferase inh	NIH3T3 tox	SNCA expr inhib	HEK cytotox	SNCA viab count
C[C@@H](NC(=O)C1CCOCC1)c1onc(-c2ccc(Cl)cc2)c1C(=O)O	i	12	-9%[172 µM]	-4%[138 µM]	1%[87.6 µM]	1%[172 µM]	4%[87.6 µM]
COc1cc(OC)cc(C(=O)NC2CCCN(c3cc(-c4ccc(F)cc4)[nH]n3)C2)c1 (centres undefined)	-22%	0	?	?	-1%	45µM*	-3%
Cc1cc(C(=O)NC2CCNCC2)c2c(C3CCCN3)noc2n1 (centres undefined)	i	5	nt	-13%	-19%	-23%	6%
Cc1ccc(-n2nc(C)c3c(C(=O)O)cc(C)nc32)cc1	nt	-14	nt	nt	-11%	nt	-8%
CC(C)(C)OC(=O)N1CCC(c2c(C(=O)N3CCN(c4ccccn4)CC3)cnn2-c2cccc(F)c2)CC1	nt	7	nt	nt	-1%	nt	-7%
CC(C)C(=O)NCC(c1ccc2c(c1)OCO2)N1CCN(c2ccccc2)CC1 (centres undefined)	nt	-21	nt	nt	7%	nt	-4%
Cc1ccc(-c2noc([C@@H]3Cc4nc[nH]c4CN3C(=O)NC3CCCCC3)n2)cc1	?	1	0%[172 µM]	?	?	2%[172 µM]	-10%[87.6 µM]
COc1cccc2c1Oc1nc(-c3ccccc3)nc(SCC(=O)Nc3ccccc3)c1C2	nt	57	nt	nt	11%	nt	1%
CC(=O)c1cc2ccccc2s1	i	-6	nt	nt	-50%[25.6 µM]	nt	-5%[23.9 µM]
COc1ccc(CN2C(=O)[C@@H]3C[C@@H](O)CN3C3(CN(Cc4cccs4)C3)C2=O)cc1	i	-10	-5%[172 µM]	2%[174 µM]	-26%[87.6 µM]	i	-1%[87.6 µM]
CN(Cc1ccccc1)Cc1nc(C2CCOC2)no1 (centres undefined)	-10%[11.5 µM]	-7	4%	-13%	-17%	0%	1%
CCC(=O)N1C(C(=O)NCC2CCCO2)COC12CCC(C)CC2 (centres undefined)	i	12	-6%	-9%	9%	-20%	8%

Part of the list above in another layout:
Order of results: GPT2 inhibitor, IP6K1 inh, Luciferase inh, NIH3T3 tox, SNCA expr inhib, HEK cytotox, SNCA viab count
- Cc1ccc(-n2nc(C)c3c(C(=O)O)cc(C)nc32)cc1
  nt, -14, nt, nt, -11%, nt, -8%
- CC(C)C(=O)NCC(c1ccc2c(c1)OCO2)N1CCN(c2ccccc2)CC1 (centres undefined)
  nt, -21, nt, nt, 7%, nt, -4%

(next part)
SMILES	GPT2 inhibitor	IP6K1 inh	Luciferase inh	NIH3T3 tox	SNCA expr inhib	HEK cytotox	SNCA viab count
CNC(=O)CCn1ncc2cc(OC3CCc4cccc(-c5cccc(OC)c5)c43)ccc21 (centres undefined)	0%[88.5 µM]	-2	2%[172 µM]	?	?	?	?
CC(C)(C)NC(=O)[C@@H](c1cccnc1)N(C(=O)c1ccco1)c1ccc(C(C)(C)C)cc1	-20%	5	nt	nt	nt	nt	-41%
CCN1C(=O)C2CC3(CCN(C4CCN(C)CC4)CC3)CN2C1=O (centres undefined)	-33%	-14	-4%	-6%	10%	-16%	-6%
COc1ccc(Cc2nc3nccc(-c4cccc(OC)c4)n3n2)cc1	0%	-4	-20%	?	85%[activator]	-27%	4%
O=[S+]([O-])(c1cccnc1)c1nnn2c1nc(N1CCC(F)CC1)c1ccccc12	-1%	-5	nt	?	6%	-21%	8%
COc1cccc(NC(=O)C2CCN(c3cc(C)nc4c(-c5ccc(Cl)cc5)c(C)nn34)CC2)c1	nt	-4	nt	nt	8%	nt	-4%
COCC(=O)Nc1ccc([C@@H](O)[C@H]2COCC(=O)N2Cc2ccc(C(F)(F)F)cc2)cc1	i	7	2%	-11%	5%	-27%	3%
Cc1ccc(-n2nc(C)c3c(C)cc(=O)n(CC(=O)Nc4cc(Cl)ccc4C)c32)cc1	nt	-1	nt	nt	-6%	nt	0%
O=C(c1ccc2ncccc2c1)N1CC(n2ccnc2)C1	i	1	nt	i	43%[activator]	i	14%
CC1CCCCC1Nc1ncnc2c1CN(C1CCNCC1)C(=O)CN2C (centres undefined)	i	-8	nt	-20%	0%	-18%	-4%
O=C(c1cccs1)N1CCCN(c2cc(-c3ccc(F)cc3)[nH]n2)CC1	-16%	15	-13%	-12%	-6%	?	-3%
CC1(c2cccnc2)N(Cc2ccccc2)C(=O)OC12CCN(C(=O)c1cccc(Cl)c1)CC2 (centres undefined)	?	-8	-7%	?	22%	-18%	3%
Cc1ccc(-c2nn3c(=O)cc(CN4CCN(C(=O)/C=C/c5ccccc5)CC4)nc3s2)cc1	nt	6	nt	nt	?	nt	4%
CC(C)CC(=O)N1CCC(N2C(=O)C3(CCCC3)C2c2ccccc2)CC1 (centres undefined)	i	-6	-9%	45µM*	3%	?	0%[12.5 µM]
CN1CCN(C)c2cnc(-c3cnn(Cc4ccccc4)c3)cc2C1	i	12	-20%[172 µM]	-24%[138 µM]	5%[87.6 µM]	?	4%[87.6 µM]
CN(CCc1ccccc1)c1cnn(CCCn2cnnn2)c(=O)c1	-7%	-9	3%	i	-26%	0%	7%
CCn1cc(S(=O)(=O)NCC2Cn3cccc3C(=O)N2CCOC)cn1 (centres undefined)	-1%	2	-5%	i	8%	-2%	9%
COCc1noc([C@@H]2CN(C(=O)c3cc4ccccc4[nH]3)C[C@H]2C(N)=O)n1	3%	12	-1%	2%	11%	i	-2%
CN(C(=O)CN1C(=O)NC2(CCCCC2)C1=O)C1CCCCC1	i	14	0%	i	8%	4%	7%
CCCCOc1ccc(S(=O)(=O)NCc2csc(-c3ccc(OC)cc3)n2)cc1	nt	23	nt	nt	?	nt	-8%
COCCN1CCC(CN(Cc2ccncc2)C(=O)C2CC23CCCC3)CC1 (centres undefined)	-8%	9	5%	0%	2%	0%	-14%
O=C(CN1C(=O)C(c2ccccc2)=NC12CCCC2)NCc1ccc(F)cc1	i	18	-3%	?	12%	40µM*	-1%[12.5 µM]
Cc1c(NC(=O)c2cc(-c3ccc(Br)cc3)on2)c(=O)n(-c2ccccc2)n1C	nt	27	nt	nt	22%	nt	1%
Cn1c2c(c3cc(F)ccc31)CN(C(=O)Nc1cccc(Cl)c1)CC2	5%	-2	?	20µM*	0%	?	-3%
CN(Cc1cccc(C(F)(F)F)c1)C(=O)c1ccccc1Cl	i	-5	-6%[172 µM]	89µM*	?	56µM*	-14%[87.6 µM]
Cc1cc(C)n(CC(=O)N2CCC(N3C(=O)C4(CCCCC4)C3c3ccccc3)CC2)n1 (centres undefined)	i	-9	9%	i	4%	-6%	-5%[12.5 µM]
CSc1ccc(CN2C(=O)C3(CCOCC3)CC2c2nnnn2C(C)(C)C)cc1 (centres undefined)	i	17	-5%	-26%	-6%	-9%	-1%
Cc1ccc(CN2CCC(C3CCNC3)CC2)nc1 (centres undefined)	i	32	-8%	-17%	-13%	-15%	-1%
Cc1cccc(NC(=O)C2CCC(CNS(=O)(=O)c3ccc4c(c3)CCCC(=O)N4)CC2)c1C (centres undefined)	nt	-8	nt	nt	29%	nt	-1%
CCO[C@H]1CN(C(=O)c2cc(OC)nc3ccccc23)C[C@@H]1O	1%[11.5 µM]	6	3%	i	7%	2%	12%
O=C(c1ccc(C(F)(F)F)cc1)N1CCCC(C(=O)N2CCC(N3CCOC3=O)CC2)C1 (centres undefined)	-22%	3	nt	-13%	11%	-5%	8%
O=C(c1ccc(C(F)(F)F)cc1)N1CCC([C@@H]2CNC[C@H]2CO)CC1	?	12	-9%	-14%	21%	?	-1%[12.5 µM]
O=C1NC(C(=O)Nc2ccc(F)c(F)c2)Cn2cccc21 (centres undefined)	i	2	-6%	-1%	-10%	i	12%
CC(C)c1noc([C@@H]2C[C@H]3C(=O)NCCCCCCN(C(=O)c4ccsc4)[C@H]3C2)n1	i	1	-3%	?	-27%	-16%	-3%
CN1CC(=O)N(c2cccnc2)Cc2c(NC3CCC3)ncnc21	i	-5	2%[172 µM]	-15%[138 µM]	0%[87.6 µM]	-12%[172 µM]	2%[87.6 µM]
CC(NC(=O)CCNS(=O)(=O)c1cccc2nsnc12)c1ccccc1 (centres undefined)	nt	7	nt	nt	8%	nt	6%
O=C1CO[C@H]2CCN(Cc3ccccn3)CC[C@@H]2N1c1ccccc1	-9%[88.5 µM]	-7	-11%[172 µM]	?	-11%[87.6 µM]	?	2%[87.6 µM]
CCn1c2c(c(=O)n1-c1ccccc1)CCN(CCCc1ccccc1)C2	-2%[88.5 µM]	-12	0%[172 µM]	?	27%[87.6 µM]	?	0%[87.6 µM]
COCc1ccc(C(=O)N2CC[C@@H](NC(=O)c3cnccn3)[C@H](O)C2)o1	-30%	13	-3%	1%	-23%	-7%	-13%
CNC(=O)c1cn2c(n1)CN(S(=O)(=O)c1cccc(OC)c1)CC2	-2%	15	nt	-9%	-27%	i	?
CCCN1Cc2cccc(C(=O)Nc3cccc(C(=O)OCC)c3)c2C1=O	nt	11	nt	nt	9%	nt	6%
Cc1nn(C)c(C)c1S(=O)(=O)N1CCC2(CC1)c1[nH]c3ccccc3c1CCN2C	2%	-7	6%	-18%	31%[activator]	89µM*	-10%[12.5 µM]
Cc1nc2c(-c3cnc(N)nc3)nc(N3CCOCC3)nc2n1C(C)C	?	-22	nt	nt	-21%	nt	?
CC(C)c1ccc(N2C(=O)N[C@@H]3CCN(C(=O)COc4ccccc4)[C@@H]3C2=O)cc1	-27%[88.5 µM]	-2	3%[172 µM]	-20%[174 µM]	1%[87.6 µM]	-18%[172 µM]	3%[87.6 µM]
COCC(=O)N1CCc2n[nH]c(=O)n2CC1	3%	-10	-15%	-4%	-7%	2%	-8%
Cn1cnc(S(=O)(=O)N2CCCCC2c2nc(-c3ccncc3)n[nH]2)c1 (centres undefined)	-2%	13	7%	4%	0%	-5%	11%
Cn1ncc2c(C(=O)NCCCNC(=O)OC(C)(C)C)cc(-c3ccccc3F)nc21	nt	13	nt	?	nt	45µM*	nt
CCNC(=O)N1CCC(Cc2ccc(C(=O)NCCN3CCN(CC)CC3)cc2)CC1	?	-10	-4%	-6%	-2%	-24%	-5%
COc1cccc(C(=O)N2CCC3(CC2)CCN(CCc2ccccc2)c2ccccc2O3)c1	0%	7	-9%	?	1%	?	?
CCOC(=O)c1nn2c(C(F)(F)F)cc(-c3ccc(C)cc3)nc2c1Cl	nt	3	nt	nt	25%	nt	-10%

3 structures out of the list, ordered by number of heavy atoms, high to low.
SMILES	GPT2 inhibitor	IP6K1 inh	Luciferase inh	NIH3T3 tox	SNCA expr inhib	HEK cytotox	SNCA viab count
O=C(c1ccc(C(F)(F)F)cc1)N1CCCC(C(=O)N2CCC(N3CCOC3=O)CC2)C1 (centres undefined)	-22%	3	nt	-13%	11%	-5%	8%
Cc1nn(C)c(C)c1S(=O)(=O)N1CCC2(CC1)c1[nH]c3ccccc3c1CCN2C	2%	-7	6%	-18%	31%[activator]	89µM*	-10%[12.5 µM]
CCN1C(=O)C2CC3(CCN(C4CCN(C)CC4)CC3)CN2C1=O (centres undefined)	-33%	-14	-4%	-6%	10%	-16%	-6%

Bioassay records (PubChem)
